# Assay outcomes from PubChem.
# NOD2 inhibition: NOD2 signaling inhibitors, cell-based, luminescence, uHTS, HEK293 (AID 1566). HEK293 NOD2/NF-kB luciferase reporter, luminescence; higher % means a stronger effect. inhibition, % at 4 µM; hits with a dose series show EC50 in µM. actives 0.63% (n = 290,000); also: many of its hits are not listed in these tables
# XIAP antagonists: XIAP antagonists, biochemical, IAP family, fluorescence polarization (AID 1018); XIAP BIR domain, fluorescence polarization peptide displacement; higher % means a stronger effect; one-dose displacement, % at 20 µM; IC50 in µM for titrated hits; actives 0.007% (n = 200,000); in the data active = displacement above about 50%; also: a part of the inactive calls stands beside numbers as strong as those of hits
# Myeloid diff 2: myeloid differentiation induction; calls only at 10 µM; actives 1% (n = 360,000); AID 624256; ER-HoxA9 myeloid progenitors, lysozyme-GFP differentiation, flow cytometry;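 active = normalized GFP-positive differentiation at or above the plate's own cutoff, the solvent-only control mean plus 3 SD; inconclusive = no clear call, values can overlap the other calls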;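 also: cells exposed to compound for four days before flow analysis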
# HIV fusion peptide: cell-free HIV fusion peptide-binding blockers – biochemical, uHTS, fluorescence dequenching, primary screen (AID 1986); actives 0.3% (n = 290,000); inhibition, % at 20 µM; hits with a dose series show IC50 in µM; cell-free peptide binding, fluorescence dequenching, 30 min; higher % means a stronger effect; in the data active = inhibition mostly above about 52%, no sharp cut-off; inactive = mostly below about 76%; also: some results filed as inactive read as strong as hits
# SIAH1 antagonists: blockers of Siah-1 interaction with plectin peptide – biochemical, fluorescence polarization, rhodamine-plectin, uHTS, primary screen (AID 1817) | actives 0.02% (n = 290,000) | displacement, % at 20 µM, or IC50 in µM where a hit was titrated | Siah-1 / rhodamine-plectin peptide fluorescence polarization; higher % means a stronger effect;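 active = displacement of at least 50% at 20 µM, with a fluorescence ratio check between 0.3 and a set limit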;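 also: plate controls were Siah plus tracer with DMSO for no effect and tracer alone without Siah for full effect; strong numbers were not always called active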
# AID2073: inhibitors of Mint1-CaV2.2 protein interaction, biochemical, HTRF (AID 2073); HTRF protein-protein interaction, Mint1-CaV2.2; higher % means a stronger effect; actives 0.19% (n = 290,000); one-dose inhibition, % at 20 µM; IC50 in µM for titrated hits; in the data active = inhibition mostly above about 51%, no sharp cut-off; inconclusive = no clear call, values can overlap the other calls; inactive = mostly below about 53%; also: some results filed as inactive read as strong as hits
# NS5 inhibitors: flavivirus cap methylation enzyme inhibition – biochemical, confirmation dose response, primary screen (AID 588689); Dengue-2 NS5 methyltransferase capping enzyme assay, biochemical; higher % means a stronger effect; inhibition, % at 25 µM, or IC50 in µM where a hit was titrated; actives 0.3% (n = 340,000); in the data active = a potency from the dose series; inconclusive = inhibition above about 29% without an active follow-up result
# LYP inhibition: inhibitors of LYP phosphatase, biochemical, fluorescence intensity, uHTS (AID 1779); recombinant LYP phosphatase, fluorescence intensity; higher % means a stronger effect; inhibition, % at 11.5 µM; hits with a dose series show IC50 in µM; actives 0.054% (n = 290,000);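 also: plate controls were vehicle with enzyme for no effect and no enzyme for full effect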
# Hep lipid drop: modulators of hepatic lipid droplet formation; AML12 mouse hepatocytes, oleate lipid droplets, BODIPY imaging; inhibition, % at 6.5 µM; actives 0.4% (n = 240,000); AID 1656;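 active = lipid droplet intensity inhibited by at least 50%, with more than 500 cells counted; inconclusive = wells with under 300 cells, treated as cytotoxic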
#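 Assay system: AML12 mouse liver cells | Compound: 6.5 µM single-point dosing | Schedule: Overnight exposure | Technique: Fluorescence imaging, 20x objective, two fields per well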
# Hep lipid drop cells 6.5 µM: recorded beside Hep lipid drop, whose call it bears; cell count; measured here: cell count, cytotoxicity flag;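 cells counted across two imaged fields per well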
# Myeloid diff 2 GFP+ MAC1+ %: further read-out of Myeloid diff 2, marked with its call; GFP+ MAC1+ double positive, %; measured here: differentiation confirmed by MAC1 staining
# * marks the source's active call; other numbers are inactive results; i = inactive; ? = inconclusive; . = not tested or not shown; + = active, no number. Rule as the data show it, unless noted: active = inhibition above about 50%; inactive = the rest.
SMILES,NOD2 inhibition,XIAP antagonists,Myeloid diff 2,Myeloid diff 2 GFP+ MAC1+ %,HIV fusion peptide,SIAH1 antagonists,AID2073,NS5 inhibitors,LYP inhibition,Hep lipid drop,Hep lipid drop cells 6.5 µM
COc1ccc(C(=O)Nc2cc(OCc3ccccc3)c(Cl)cc2Cl)cc1,17.1%,-1.1%,i,1.8,-0.7%,-1.8%,21.7%,-2.0%,-6.7%,.,.
CCO[C@H]1OC(C(=O)Nc2ccccc2)=C[C@@H](c2cn(C(C)=O)c3ccccc23)[C@@H]1CCCO,21.1%,-5.9%,i,2.1,1.8%,-0.9%,9.2%,-3.6%,6.8%,7.3,745
CC(C)n1c(-c2cccs2)nc2ccccc21,2.6%,-3.7%,i,0.8,0.7%,10.0%,8.0%,-5.0%,-8.4%,-10.1,686
CC1(c2ccc(OC(F)F)cc2)NC(=O)N(CC(=O)Nc2ccc(F)cc2)C1=O (centres undefined),-10.8%,.,.,.,0.3%,1.9%,0.2%,-2.2%,-7.4%,-2.8,799
COc1cc(/C=C(\NC(=O)c2ccccc2)C(=O)Nc2cccc(O)c2)c([N+](=O)[O-])cc1OC,15.4%,-8.5%,i,1.4,-1.2%,2.1%,-1.2%,-3.8%,-6.3%,.,.
Cc1cccc2sc(N(CCCN(C)C)C(=O)CCc3ccccc3)nc12,0.2%,-8.6%,i,2.7,-0.9%,-4.7%,-12.2%,3.9%,-5.3%,-0.2,536
CC(C)n1c(NCc2ccc(N(C)C)cc2)nc2ccccc21,5.8%,-8.4%,i,0.6,-3.4%,-4.4%,-7.5%,-7.5%,-4.1%,-21.4,721
COc1ccc(NC(=S)NCc2cccs2)cc1,-3.3%,-2.1%,i,0.1,-1.1%,4.2%,-5.4%,-2.2%,-6.4%,-0.7,703
CCCCOc1ccc(C(=O)Nc2ccc(N3CCN(C(C)=O)CC3)cc2)cc1,13.1%,-7.7%,i,1.2,-2.5%,0.3%,13.7%,-10.9%,-9.6%,.,.
O=C(CCC(=O)c1cccs1)c1cccs1,14.6%,-6.7%,+,2.1*,0.2%,16.0%,4.1%,0.3%,-5.1%,-2.4,740
CCOC(=O)c1cc2sccc2n1CC(=O)Nc1ccc(OC)c(OC)c1,-8.4%,-5.9%,i,2.4,-2.0%,-1.6%,16.0%,-1.7%,-5.4%,2.9,799
CCCc1ccc(OCC(O)CN2CCCC2)cc1 (centres undefined),12.5%,.,i,0.4,-0.5%,-10.4%,10.6%,10.4%,-9.4%,.,.

# Only AID2073, for some of the entries so far:
Compound	AID2073
CC(C)n1c(NCc2ccc(N(C)C)cc2)nc2ccccc21	-7.5%
CCOC(=O)c1cc2sccc2n1CC(=O)Nc1ccc(OC)c(OC)c1	16.0%
COc1cc(/C=C(\NC(=O)c2ccccc2)C(=O)Nc2cccc(O)c2)c([N+](=O)[O-])cc1OC	-1.2%

# (next part)
SMILES,NOD2 inhibition,XIAP antagonists,Myeloid diff 2,Myeloid diff 2 GFP+ MAC1+ %,HIV fusion peptide,SIAH1 antagonists,AID2073,NS5 inhibitors,LYP inhibition,Hep lipid drop,Hep lipid drop cells 6.5 µM
O=C(O)c1cccc(-c2ccc(/C=N/NC(=O)c3cccnc3)o2)c1,-20.6%,-7.4%,i,0.0,24.9%,-0.3%,14.7%,4.5%,4.7%,-8.4,652
COc1cccc(-c2c(C(=O)N/N=C(\C)c3ccncc3)nnn2-c2nonc2N)c1,-4.6%,.,i,3.8,-0.1%,5.1%,4.3%,-0.9%,-10.2%,8.4,760
Cc1sc(NC(=S)NC(=O)CCc2ccccc2)c(C(N)=O)c1C,-19.3%,-3.2%,.,.,12.7%,3.3%,-1.3%,3.6%,-2.3%,?,.
CC(C)CNS(=O)(=O)c1cc2c3c(c1)CC(=O)N3CCC2,-1.8%,.,i,0.3,-2.0%,-1.3%,14.0%,-11.4%,-9.2%,-4.7,828
Cc1ccc(C(=O)Oc2ccc(C(=S)N3CCOCC3)cc2)cc1,-20.4%,.,i,0.8,-0.3%,-2.0%,-26.4%,-0.7%,-0.7%,-1.1,846
CC1CCCN(CCCN2C(=O)C3C(C(=O)Nc4ccc(Cl)cc4)C4C=CC3(O4)C2C(=O)NC2CCCCC2)C1 (centres undefined),3.8%,.,i,2.3,-0.2%,7.1%,-1.1%,-0.8%,-6.4%,-21.9,736
COc1cc(CNC2CCCc3ccccc32)cc(OC)c1OC (centres undefined),-0.1%,-4.6%,i,1.0,1.3%,-3.6%,-14.0%,-5.8%,-6.5%,-8.1,735
O=C(N/N=C/c1ccco1)c1cc(-c2ccc(Br)s2)[nH]n1,20.9%,.,i,0.5,4.5%,9.1%,2.0%,5.4%,0.6%,-16.9,761
Cc1cccc(NS(=O)(=O)c2cccc(C(=O)Nc3cccc(C(=O)O)c3)c2)c1,4.2%,.,i,0.4,7.8%,0.3%,13.1%,-3.9%,-2.7%,2.2,764
O=C(COc1cccc2cccnc12)N/N=C1\SCC(=O)N1Cc1ccccc1,1.3%,-5.9%,i,0.3,-1.0%,-1.4%,?,-0.8%,0.1%,13.9,758
O=C(COc1ccc(C(=O)NCCc2ccccc2)cc1)Nc1ccccc1,-9.2%,-0.3%,i,0.5,4.0%,12.1%,-1.3%,-0.7%,-1.8%,3.9,634
Cc1cc(C)nc(SCCn2c(N(C)Cc3ccccc3)nc3c2c(=O)n(C)c(=O)n3C)n1,10.6%,-6.9%,i,7.9,-1.9%,0.9%,-9.9%,-12.0%,-11.4%,.,.
CN(CC(=O)NCCN1CCOCC1)S(=O)(=O)c1ccc(F)cc1,-3.0%,.,i,0.5,0.9%,9.1%,6.7%,-7.5%,-8.9%,-5.0,829
CC1(c2ccccc2)NC(=O)N(CC(=O)N2CCN(S(=O)(=O)c3ccccc3[N+](=O)[O-])CC2)C1=O (centres undefined),1.6%,.,i,0.8,1.3%,3.1%,20.8%,-4.7%,-6.8%,-1.0,783
Cn1c(=O)c(=O)n(C)c2cc(S(=O)(=O)N3CCN(c4cccc(C(F)(F)F)c4)CC3)ccc21,-1.2%,-0.1%,i,2.1,0.1%,3.9%,27.9%,-5.5%,0.1%,12.4,713
Cc1cc(CNC(=O)CC2C(=O)NCCN2Cc2ccccc2)nn1C (centres undefined),0.0%,.,i,0.6,5.1%,7.1%,5.3%,8.8%,-8.6%,0.7,701
COc1ccc(N2CC(=O)N(c3ccc(OC)c(OC)c3)CC2=O)cc1OC,4.5%,-5.8%,i,0.6,0.3%,-2.8%,0.4%,2.8%,-8.8%,.,.
O=C(NNS(=O)(=O)c1ccc2ccccc2c1)c1cc(-c2ccccn2)nc2ccccc12,10.7%,-4.7%,i,0.7,12.7%,0.6%,5.7%,-0.9%,4.4%,-11.9,620
COc1ccc(OC)c(NC(=O)CN2C(=O)NC3(CCOc4ccccc43)C2=O)c1 (centres undefined),-1.7%,-0.1%,i,1.2,-1.8%,-5.6%,4.9%,-3.3%,-0.2%,22.8,768
COc1ccc(NC(=O)CCCn2c(=O)c3sccc3n(Cc3ccc(C)cc3C)c2=O)cc1,14.9%,-7.2%,i,2.9,2.6%,-3.7%,?,0.0%,11.5%,-6.1,634
CCCCC(=O)Nc1nc(C)c(-c2csc(Nc3ccc(Cl)cc3)n2)s1,14.3%,-7.5%,i,0.8,13.0%,1.3%,-17.6%,-6.8%,2.4%,.,.
O=C(c1cccs1)N1CCCC(c2nc3c(nnn3Cc3ccccc3Cl)c(=O)[nH]2)C1 (centres undefined),-0.1%,.,i,1.3,0.8%,13.8%,-8.1%,-4.4%,-9.8%,-24.0,746
C=CCn1c(Cc2csc(N)n2)nnc1SCC(=O)OCC,12.0%,-2.4%,i,1.2,-0.3%,1.5%,-8.4%,-2.1%,-3.8%,5.2,746
COc1ccc(CC(=O)N/N=C(\C)CC(=O)NCc2ccco2)cc1OC,20.9%,.,i,0.5,0.6%,-0.2%,9.8%,-3.9%,-4.5%,-20.6,795
CCCn1c(SCC(=O)c2c(C)[nH]c(C)c2C(=O)OCC)nc2ccccc21,22.5%,-3.9%,i,1.1,-0.4%,-2.5%,-6.5%,-5.1%,-5.1%,19.9,662
Nn1c(SCC(=O)Nc2cc(C(F)(F)F)ccc2Cl)nncc1=O,-13.5%,.,i,2.3,-2.4%,-5.7%,-0.1%,3.9%,-4.5%,-3.4,834
CCOC(=O)c1c(NC(=O)/C=C/C(=O)O)sc(C)c1-c1ccc(F)cc1,-13.5%,-4.5%,i,0.2,3.9%,-0.5%,11.5%,23.7%,6.1%,-48.2,670
Fc1ccc(-c2csc(-c3cccnc3)n2)cc1F,-6.0%,.,i,0.2,1.2%,3.0%,5.2%,2.6%,-5.2%,.,.
COc1cc(C(=O)Nc2ccc(S(=O)(=O)Nc3cc(C)nc(C)n3)cc2)cc(OC)c1OC,-7.7%,-1.7%,i,0.7,-0.3%,0.9%,-6.7%,5.4%,-5.2%,7.1,689
COc1cc(/C=N/NC(=O)Nc2cccc3nsnc23)cc(OC)c1OC,22.7%,-7.0%,i,0.1,3.7%,-2.5%,31.0%,6.5%,-3.2%,11.8,584
CCOc1ccc(CC2NCCc3cc(OCC)c(OCC)cc32)cc1OCC (centres undefined),14.8%,-2.5%,i,0.2,-1.2%,2.6%,3.2%,-2.9%,2.1%,2.6,671
Cc1c(C(=O)N2CCCCC2)c(S(=O)(=O)NCCc2ccc(Cl)cc2)c(C)n1C,11.5%,.,i,4.7,-1.6%,-0.6%,0.2%,-1.8%,-11.2%,-25.9,705
CC(=O)c1ccc(NC(=O)c2ccc(CSc3ccccc3)o2)cc1,-18.2%,-3.5%,i,0.1,-0.5%,0.9%,-2.9%,-11.6%,-4.4%,-2.9,556
Cc1ccc2nc(SCC(=O)c3cc(C)n(C)c3C)[nH]c2c1,12.5%,-1.9%,i,0.9,-3.8%,-0.6%,-16.2%,6.5%,-10.7%,4.1,717
COc1cc(/C=N/NC(=O)c2ccccc2)ccc1OS(=O)(=O)c1ccccc1,20.7%,-22.9%,i,0.5,-3.4%,0.2%,11.3%,-12.7%,0.1%,.,.
O=C(CSc1nc(C2CC2)nc2ccccc12)Nc1ccccc1N1CCOCC1,-9.0%,-3.3%,i,1.3,-1.3%,13.2%,-9.5%,-7.1%,-3.7%,-13.1,681
O=C(NCc1ccccc1)c1ccc(CN2CCOCC2)cc1,-21.0%,-3.5%,i,0.7,-2.0%,-4.1%,-0.3%,-4.9%,0.3%,.,.
CC(CCc1ccccc1)NC(=O)c1cccc([N+](=O)[O-])c1 (centres undefined),-10.4%,-7.2%,i,0.6,2.7%,1.5%,39.8%,-1.4%,1.5%,-22.4,656
O=C(Cn1cnc2ccccc21)OCC(=O)N1CCc2ccccc2C1,-9.1%,-2.6%,i,0.5,-3.4%,12.6%,12.5%,2.4%,-8.8%,.,.

# Only part of the results is shown; the hit share may differ from the screen's.
